SRC2 inh: inhibits human steroid receptor coactivator 2; hit rate 0.17% among 370,000; AID 651957; inhibition, % at 9 µM; HEK293 GAL4-SRC2 luciferase reporter, luminescence;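 active = inhibition above the mean inhibition of all tested compounds plus 3 SD, set per campaign, cut at about 52% in these data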;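 note: 0% = DMSO treated cells and 100% = cells given Gossypol at 36 µM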
TLR9-MyD88 block: blocks human TLR9 binding to MyD88. Q9NR96+Q99836. hit rate 0.21% among 340,000. inhibition, % at 4.98 µM. AID 504734. CHO BLA complementation TLR9-MyD88, CCF4 FRET ratio;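 active = inhibition above the mean over all tested compounds plus 3 SD, cut at about 21% in these data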;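 note: 0% = DMSO only wells and 100% = clavulanate BLA inhibitor control wells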
NR5A2 inv ag: suppresses constitutive activity of human LRH-1; O00482; HEK293T StAR-luciferase reporter, LRH-1 transfected, 24 h; inhibition, % at 3.6 µM; hit rate 0.13% among 360,000; AID 602396;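 active = inhibition above the mean inhibition of all tested compounds plus 3 SD, cut at about 73% in these data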;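 note: 0% = DMSO wells and 100% = reporter-only cells lacking LRH-1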
NCOA3 inh: human NCOA3 inhibition; Q9Y6Q9; HEK293 GAL4-SRC3 luciferase reporter, luminescence; inhibition, % at 3.6 µM; hit rate 0.17% among 360,000;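 active = inhibition above a per-campaign cutoff, the mean of all compounds plus 3 SD, cut at about 60% in these data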;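 note: 0% = DMSO-treated cells and 100% = gossypol-treated cells at 36 µM; higher means less SRC3-driven luciferase light from the GAL4 reporter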
Target sequence (Q9Y6Q9 whole entry, looked up, the tested form may be a part): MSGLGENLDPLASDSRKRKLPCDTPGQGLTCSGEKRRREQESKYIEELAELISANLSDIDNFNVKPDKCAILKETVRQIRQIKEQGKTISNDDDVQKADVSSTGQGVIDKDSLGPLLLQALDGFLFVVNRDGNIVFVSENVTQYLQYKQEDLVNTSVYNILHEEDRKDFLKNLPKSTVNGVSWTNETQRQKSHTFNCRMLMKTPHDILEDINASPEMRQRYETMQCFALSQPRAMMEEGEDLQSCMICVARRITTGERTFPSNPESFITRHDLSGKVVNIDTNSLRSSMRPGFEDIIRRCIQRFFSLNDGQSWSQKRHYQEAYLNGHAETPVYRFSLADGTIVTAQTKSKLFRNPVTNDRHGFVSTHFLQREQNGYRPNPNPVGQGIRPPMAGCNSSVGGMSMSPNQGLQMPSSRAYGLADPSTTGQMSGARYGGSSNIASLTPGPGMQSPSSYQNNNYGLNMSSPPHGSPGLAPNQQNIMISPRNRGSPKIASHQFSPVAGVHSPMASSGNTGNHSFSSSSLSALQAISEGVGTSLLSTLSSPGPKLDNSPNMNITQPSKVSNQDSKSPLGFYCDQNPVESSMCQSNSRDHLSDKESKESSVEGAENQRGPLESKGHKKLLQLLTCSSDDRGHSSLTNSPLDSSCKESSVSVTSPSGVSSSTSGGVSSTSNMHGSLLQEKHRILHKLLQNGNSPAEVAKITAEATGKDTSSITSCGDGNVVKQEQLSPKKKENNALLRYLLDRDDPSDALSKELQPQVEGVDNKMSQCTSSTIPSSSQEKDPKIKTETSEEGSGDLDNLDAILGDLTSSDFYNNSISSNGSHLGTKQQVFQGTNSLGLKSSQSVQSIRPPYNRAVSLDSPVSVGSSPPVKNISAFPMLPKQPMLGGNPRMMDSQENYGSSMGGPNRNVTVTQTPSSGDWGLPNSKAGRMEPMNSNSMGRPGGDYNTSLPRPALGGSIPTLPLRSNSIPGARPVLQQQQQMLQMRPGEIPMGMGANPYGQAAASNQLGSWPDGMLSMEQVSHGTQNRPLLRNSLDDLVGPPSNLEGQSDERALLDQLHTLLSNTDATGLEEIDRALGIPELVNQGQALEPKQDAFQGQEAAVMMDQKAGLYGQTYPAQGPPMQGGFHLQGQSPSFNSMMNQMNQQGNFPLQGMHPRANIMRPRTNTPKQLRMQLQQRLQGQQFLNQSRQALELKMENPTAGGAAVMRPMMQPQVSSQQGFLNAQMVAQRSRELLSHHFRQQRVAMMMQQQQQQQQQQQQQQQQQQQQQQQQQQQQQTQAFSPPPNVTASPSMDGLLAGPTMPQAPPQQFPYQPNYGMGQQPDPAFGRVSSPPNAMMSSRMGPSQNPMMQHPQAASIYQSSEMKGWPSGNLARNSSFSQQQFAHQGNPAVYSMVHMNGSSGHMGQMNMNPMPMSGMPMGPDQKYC
ABHD5-PLIN5 inh: inhibitors of human ABHD5-perilipin-5 interaction; Split G. princeps luciferase complementation, luminescence, 4 h; inhibition, % at 4 µM; hit rate 0.78% among 360,000;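 active = inhibition above the mean inhibition across every tested compound plus 3 SD, cut at about 22% in these data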;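 note: 0% = DMSO only wells and the 100% control is not disclosed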
MC4R barr agon: human MC4R agonism via beta-arrestin. U2OS MC4R beta-arrestin complementation, luminescence; percent of melanotan II response, DMSO zero. activation, % at 8.9 µM. hit rate 0.98% among 360,000. AID 540308;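 active = activation above a per-plate cutoff, the mean activation of sample wells on that plate plus 3 SD, cut at about 8% in these data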
NOD2-RIPK2 inh: blocks binding of human NOD2 to RIPK2; O43353; CHO BLA complementation NOD2-RIPK2, CCF4 ratio; inhibition, % at 4.98 µM; hit rate 0.38% among 360,000; AID 624267; in the data active = inhibition above about 21%;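 note: 0% = vehicle only and 100% = reference blocker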
MC4R antag cAMP: blocks human MC4R cAMP signaling; P32245; MC4R-expressing cells, MTII-stimulated cAMP, LANCE TR-FRET; inhibition, % at 6.5 µM; hit rate 0.48% among 360,000; AID 540295;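 active = inhibition above its plate's cutoff, the mean of tested wells on that plate plus 3 SD, cut at about 29% in these data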;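 note: 0% = Melanotan II alone and 100% = Melanotan II plus saturating MCL0020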
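Material – human MC4R-expressing U2OS cells · Repeats – no replicates · Detection – TR-FRET with Eu-cAMP and labeled anti-cAMP, 671 nm · Times – compound 30 min, challenge 1 h, detection 1 h · Compound – single nominal compound dose of 6.5 µM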
EBV LMP1 NFkB: Epstein-Barr LMP1 NF-kappaB reporter inhibition; LMP1-induced NF-kappaB luciferase reporter cells, luminescence; hit rate 0.69% among 350,000; AID 504558; inhibition, % at 12.5 µM; in the data active = inhibition above about 41%;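 note: 0% = neutral control wells and 100% = reference inhibitor control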
NCOA1 inh: inhibitors of human steroid receptor coactivator 1 (SRC1) | Q15788 | HEK293 GAL4-SRC1 luciferase reporter, luminescence | inhibition, % at 3.6 µM | hit rate 0.12% among 360,000;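 active = inhibition above the campaign mean plus 3 SD, with each screening campaign given its own cutoff, cut at about 60% in these data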;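 note: 0% = DMSO treated cells and 100% = gossypol at 36 µM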
NR2F2 inh: inhibitors of human COUP-TFII (NR2F2). P24468. HEK293T NGFI-A luciferase reporter, luminescence. inhibition, % at 8.6 µM. hit rate 0.7% among 370,000. AID 686940;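 active = inhibition above a per-plate cutoff, mean inhibition of test wells between control levels plus 3 SD, cut at about 38% in these data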;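 note: cells cotransfected with COUP-TFII expression vector driving the NGFI-A reporter; 0% = median of COUP-TF2 test wells and 100% = reporter-only cells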
An asterisk follows results filed as active; . = no result given.

SMILES	SRC2 inh	TLR9-MyD88 block	NR5A2 inv ag	NCOA3 inh	ABHD5-PLIN5 inh	MC4R barr agon	NOD2-RIPK2 inh	MC4R antag cAMP	EBV LMP1 NFkB	NCOA1 inh	NR2F2 inh
C=CCn1c(COc2ccc(F)cc2)nnc1SC(C)C(=O)NCC1CCCO1 (stereo not given)	-5	-7	10	9	4	-0.5	5	4	-3	-2	-8
Cc1[nH]ccc(=O)c1OCc1c(F)cccc1Cl	-17	1	5	17	0	-1.1	-2	15	-1	-9	8
COc1ccc(-c2csc(NC(=O)CCN3C(=O)C4CC=CCC4C3=O)n2)cc1OC (stereo not given)	-41	-1	-3	-50	-7	-2.6	-17	7	3	-11	-2
O=C(Nc1cccc(C(=O)O)c1)/C(=C\c1ccc2c(c1)OCO2)NC(=O)c1ccc(Br)cc1	-14	9	-3	21	6	4.3	0	-11	-2	8	-9
Cc1ccc(-n2ncc3c(N4CCN(c5ccc(F)cc5)CC4)ncnc32)c(C)c1	14	6	4	17	9	-1.5	4	8	28	3	-6
CCCCCOC(=O)Cn1c(N2CCCCCC2)nc2c1c(=O)[nH]c(=O)n2C	0	-1	-1	7	-4	-1.3	-11	-3	-4	7	-3
CN1CCN(C2=C(Cl)C(=O)N(Cc3ccccc3)C2=O)CC1	-1	2	3	-3	0	-1.2	12	-1	-7	-38	-7
CCN(CC)c1ccc(/C=N/N2CCN(Cc3ccccc3Cl)CC2)c(O)c1	-16	3	3	10	-15	-1.8	-8	11	-4	-23	11
CN1/C(=C\C(=O)C[n+]2cccc(C(N)=O)c2)C(C)(C)c2ccccc21	15	3	-3	4	1	-0.3	-2	2	-4	-16	-7
CCc1cccc(NC(=O)Cn2c(=O)c3cccn3c3ccccc32)c1	2	5	16	2	3	11*	-4	-3	-3	-15	-3
COc1ccc(Cn2c(=S)[nH]c3cc(C(=O)N4CCN(c5ccccc5)CC4)ccc3c2=O)cc1	-5	-9	-5	-2	-4	0.7	-11	7	3	-8	-4
CCOc1ccc(NC(=O)CN2C(=O)CCSc3ccc(S(=O)(=O)N4CCCC4)cc32)cc1	18	2	-2	4	2	-1.5	-11	3	-3	-2	-3
O=C(c1ccc([N+](=O)[O-])o1)N1CCN(c2nc3c(Cl)cccc3s2)CC1	-10	-6	48	2	8	-4.0	3	5	-25	-45	-1
COCCNC(=O)C(=O)NNC(=O)CCc1ccccc1	-1	-9	-6	8	-4	-4.3	-3	15	1	-2	12
CSc1cccc(NC(=S)NC(=O)CCc2ccccc2)c1	-4	-1	-2	3	-3	-2.3	-4	-4	-3	-14	-15
O=C(COC(=O)c1cccc(C(F)(F)F)c1)NC(=O)NC1CCCC1	4	-3	10	-2	-3	-1.6	-14	7	-4	-6	3
CC(C)NC(C(=O)Nc1cc(Cl)cc(Cl)c1)c1ccccc1 (stereo not given)	9	4	23	9	54*	1.5	-14	1	-5	4	17
Cc1ccc(S(=O)(=O)N2CCN(C(=O)COC(=O)/C=C/c3ccc(Cl)cc3)CC2)c(C)c1	8	-10	0	-4	5	-1.1	3	-3	-8	4	11
COc1cccc(CN(CC(=O)NC2CCCC2)C(=O)Cn2nnc(-c3cccs3)n2)c1	-6	10	3	-2	-2	-2.0	2	10	5	-22	19
CCCN1C(=O)N(c2cccc(C)c2)C(C)(O)CC1(C)C (stereo not given)	3	.	-17	7	2	-2.9	-1	14	.	-3	-12
COc1ccc(NC(=S)N2CCC(C(O)(c3ccccc3)c3ccccc3)CC2)cc1	-7	-1	-15	22	7	1.3	0	12	10	6	0
CCc1ccc(NS(=O)(=O)c2ccc(OC)c(C)c2)cc1	6	-6	17	5	-4	8.1	-7	4	-6	-16	13
C=CCn1c(C)c(C(C)=O)c(N2CCOCC2)nc1=S	-6	-1	14	3	-4	-1.1	6	-4	-7	-3	3
O=C1C=C(c2cccc(CO)c2)C[C@@H](c2ccc(Cl)cc2)C1	16	-1	9	-25	2	3.7	3	6	5	2	-11
COc1ccc(C(=O)N/C(=C/c2cccnc2)C(=O)NCc2ccco2)cc1OC	-12	13	2	16	4	0.9	-5	8	-4	11	-4

Later entries
SMILES	SRC2 inh	TLR9-MyD88 block	NR5A2 inv ag	NCOA3 inh	ABHD5-PLIN5 inh	MC4R barr agon	NOD2-RIPK2 inh	MC4R antag cAMP	EBV LMP1 NFkB	NCOA1 inh	NR2F2 inh
COc1ccc(NC(=S)NNC(=O)c2cccnc2)cc1OC	12	-8	-14	13	1	-3.4	0	0	-6	0	-21
COc1ccc(OC)c(C(=O)CSc2nc3ccccc3n2CC(=O)NC(C)(C)C)c1	-3	-3	-2	-2	-4	-1.5	-11	-6	2	7	3
CCCc1cc(=O)[nH]c(SCC(=O)Nc2ccc(C)cc2)n1	-23	-11	-3	25	-3	-0.5	9	12	0	-23	-20
CSc1ccc(CCNC(=O)CN2C(=O)CCSc3ccccc32)cc1	-10	2	2	-7	3	-2.0	1	5	2	7	11
Nc1ccc(C(=O)N/N=C/c2cn(Cc3ccccc3F)c3ccccc23)cc1	0	-10	7	-11	6	-0.7	-10	13	14	-24	-11
CCCN(CC(=O)Nc1ccccc1C)C(=O)C1CC(=O)N(c2ccc(C)cc2)C1 (stereo not given)	-3	-1	-6	2	-2	-0.9	-3	16	-3	-2	-19
O=C(CNS(=O)(=O)c1ccc2ccccc2c1)OCC(=O)c1ccc(Br)s1	12	-1	10	-25	2	5.3	9	47*	-3	-11	13
O=C(CCc1nc2ccccc2s1)c1ccccc1	-12	5	-19	-7	7	-1.8	-11	-1	-5	-8	-19
COc1cccc2c1C(=O)c1c(O)c3c(c(O)c1C2=O)C[C@@](O)(C(=O)CO)C[C@@H]3O[C@H]1C[C@H](N)[C@@H](O)[C@H](C)O1	.	-10	89*	-2	6	-2.3	-9	-14	76*	-33	.
CC1(C)CC(=O)C(CCC(=O)c2ccccc2)C(C)(C)N1 (stereo not given)	-10	-8	2	-21	0	-0.4	-7	-6	-2	0	0
Cc1nnc(SCCN2C(=O)c3ccccc3C2=O)[nH]c1=O	-21	-9	-3	11	-5	0.5	-9	8	-9	3	2
COC(=O)c1cccc(COC(=O)c2cccnc2SC)c1	-12	3	-34	-23	5	-0.8	-7	0	-18	-29	-16
Cc1ccc(C(=O)CN(C(=O)c2ccc(Cl)c(Cl)c2)N2C(=O)C3CCCCC3C2=O)cc1 (stereo not given)	-17	-1	-12	24	-9	2.8	4	8	-5	-7	1
O=C1NC2c3c(Cl)sc(Cl)c3C(=O)C2O1 (stereo not given)	11	13	4	-6	12	-0.7	13	0	-5	3	2
Cc1cc(=O)n2nc(N3CCCC(C(=O)NCc4ccccc4Cl)C3)sc2n1 (stereo not given)	-22	-9	-13	-3	-2	1.9	-4	17	6	-14	5
Cc1cccc(C(=O)O/N=C(\c2ccccc2)c2cccnc2)c1	6	-7	-3	-1	-2	0.8	-2	-5	-6	3	9
CN(C)/C=C/C(=O)C(F)(F)F	5	-4	-1	2	7	-0.9	-1	-2	-1	9	-2
CNS(=O)(=O)c1cc(C(=O)O)ccc1OC	-3	2	-3	15	2	-0.3	8	0	-4	-1	14
Cn1ncc2c(Nc3cc(Cl)cc(Cl)c3)ncnc21	-4	0	-14	7	-11	0.6	-5	-4	-5	6	0
O=C(NCCCN1CCOCC1)c1sc2cc([N+](=O)[O-])ccc2c1Cl	.	0	31	7	24*	-1.0	-10	3	-6	1	.
C=CCn1c(SCC(=O)N(CC)C2CCS(=O)(=O)C2)nnc1-c1ccccc1 (stereo not given)	18	4	11	4	6	-2.5	-3	6	1	-1	-10
O=C(COC(=O)c1ccccc1NC(=O)c1ccco1)NCc1ccc2c(c1)OCO2	-21	-1	-7	8	-7	0.1	8	4	4	-8	-13
CC(C)CCNC(=O)c1ccc2c(c1)ncn2C1CCCCC1	0	1	-5	-19	-1	-2.6	-8	2	-3	1	0
Cc1cccc(C)c1NC(=O)CNC(=O)c1c(-c2ccccc2)noc1C	12	3	-14	16	7	-4.4	3	4	-2	-2	-6
CCOc1ccc(S(=O)(=O)N2CCC(C(=O)NCc3ccccn3)CC2)cc1C	-1	4	5	-14	-2	-0.8	-4	-1	1	-20	16

Next section:
SMILES	SRC2 inh	TLR9-MyD88 block	NR5A2 inv ag	NCOA3 inh	ABHD5-PLIN5 inh	MC4R barr agon	NOD2-RIPK2 inh	MC4R antag cAMP	EBV LMP1 NFkB	NCOA1 inh	NR2F2 inh
COc1ccc(OCCNC(=O)C(c2ccccc2)c2ccccc2)cc1	4	-9	18	21	-6	2.1	-12	8	-3	-8	-7
CC(Sc1nnc(Cc2cccs2)n1C1CC1)C(=O)NC1CCS(=O)(=O)C1 (stereo not given)	-10	-4	19	-5	5	-0.5	-1	1	-9	-4	23
Cc1cc(Cl)ccc1OCCCC(=O)N1CCN(S(=O)(=O)c2ccccc2)CC1	-6	6	7	14	12	0.2	0	10	7	0	7
O=C(Nc1ccccc1F)C1CCCN(S(=O)(=O)c2ccccc2)C1 (stereo not given)	-7	-4	-4	7	3	-1.0	-5	8	0	14	-15
N#Cc1c2n(c3c(=O)n(Cc4ccccc4)cnc13)CCCC2	-45	-7	-5	3	3	-1.7	2	2	3	1	4
O=[N+]([O-])c1ccccc1OC/C(=N\O)c1ccccc1	-24	-1	-37	-19	7	-1.6	-3	16	-5	-9	-27
O=C(NC1CCCC1)C(c1ccccn1)N(C(=O)c1csnn1)c1ccccc1F (stereo not given)	-5	0	-3	14	1	-0.2	-14	-2	-12	-8	15
O=CNc1cc(-c2ccc(C(=O)N3CCOCC3)cc2)cn2c(-c3ccc(F)cc3)cnc12	-1	.	30	0	11	0.3	-6	-6	.	-6	-15
CC1CCN(C(=O)COC(=O)c2n[nH]c(=O)c3ccccc23)CC1	4	-29	15	-27	-2	-0.6	2	-10	-7	-13	4
O=c1[nH]c(=O)c2[nH]c(=S)[nH]c2[nH]1	-18	-8	0	5	-32	-2.4	-11	1	-2	-3	15
CN1CCN(Cc2nc3ccccc3c(=O)n2Cc2nc(-c3ccc([N+](=O)[O-])cc3)cs2)CC1	10	-3	-28	-10	6	0.9	-2	15	-2	-11	-2
CC(C)C(=O)Nc1ccc(NC(=O)c2ccccc2Cl)nc1	-30	1	-64	-45	2	-0.1	0	7	-21	-79	-30
COC(=O)CNC(=O)c1sc2ncn(CC(=O)Nc3ccc(C)c(Cl)c3)c(=O)c2c1C	0	8	20	-2	2	-2.1	-6	24	10	0	-8
COc1ccc(NC(=O)Nc2nc(C(N)C3CCCCC3)cs2)cc1 (stereo not given)	32	.	2	6	-2	-1.7	-2	-1	.	-5	8
CC(C)=CCC[C@H](C)CC1Cc2[nH]c(=S)[nH]c(=O)c2C(c2ccc(F)cc2)O1 (stereo not given in full)	4	.	-2	12	-16	.	1	.	.	5	-7
CCCC(=O)Nc1sc2c(c1C#N)CCCC2	-37	-13	-32	-17	-2	-2.9	7	3	-12	-54	-33

Screening results (PubChem BioAssay)

An excerpt; count on the stated rates, not on these rows.
